HCV NS3 hel inh = HCV NS3 helicase inhibition. NS3 helicase DNA unwinding, Cy5 molecular beacon fluorescence. inhibition, % at 10.9 µM. 0.56% of 290,000 active;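 active = inhibition above the mean of all tested compounds plus 3 SD, set per campaign, cut at about 35% in these data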;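 note: 0% = DMSO wells and 100% = thioflavine S control wells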
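Measured by: Cy5 fluorescence, 0 and 60 min reads / Assay system: NS3 helicase fragment of HCV / Control set: low DMSO, high thioflavine S at 110 µM / Times: 1 h reaction at 25 °C, ATP-initiated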
DNA FID counter = displaces DNA intercalator in HCV helicase counter-screen | AID 1845 | DNA fluorescent intercalator displacement, fluorescence | 0.17% of 290,000 active | inhibition, % at 7.9 µM; in the data active = inhibition above about 37%;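 note: 0% = vehicle and 100% = reference compound; higher means more ethidium bromide displaced from hairpin DNA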
PHOSPHO1 inh = inhibitors of human PHOSPHO1 phosphatase | Q8TCT1 | inhibition, % at 13.3 µM | recombinant PHOSPHO1, absorbance phosphatase assay | 1.1% of 290,000 active; in the data active = inhibition above about 60%
Target sequence (Q8TCT1 whole entry, looked up): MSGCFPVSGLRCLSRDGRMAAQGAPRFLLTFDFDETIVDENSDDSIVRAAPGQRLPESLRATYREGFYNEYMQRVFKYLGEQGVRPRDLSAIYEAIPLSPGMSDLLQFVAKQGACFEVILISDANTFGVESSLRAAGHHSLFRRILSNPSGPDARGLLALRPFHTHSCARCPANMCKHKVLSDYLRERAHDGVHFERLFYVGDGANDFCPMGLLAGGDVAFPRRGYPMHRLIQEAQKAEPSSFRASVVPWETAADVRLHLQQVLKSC
p-CIP stab down = lowers stability of the mouse p/CIP coactivator protein | F442A p/CIP-EGFP cells, EGFP fluorescence, 16 h | Q05BA5 | 0.01% of 290,000 active | decrease of EGFP signal, % at 10 µM;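 active = EGFP signal decrease of at least 30% at 10 µM or well 3 SD below plate mean, unless failing retest; inactive = the rest, including hits failing retest or dose response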; note: some compounds called inactive have numbers as strong as hits; many of its hits are not listed in these tables
MEKK3 PB1 HTS = MEKK3-MEK5 PB1 interaction, increase or decrease; Q99759; bead-based flow cytometry, Alexa488-MEK5 binding to MEKK3; actives lie on both sides; 0 = blocked by unlabeled MEK5, 100 = vehicle; binding response (% of control), % at 10 µM; 1.4% of 290,000 active; AID 1529;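 active = binding response more than 3 SD above or below the average of its plate-row segment, actives on both sides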;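 note: Alexa488 bead fluorescence after subtracting the streptavidin-only scavenger bead signal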
Target sequence (Q99759 whole entry, looked up): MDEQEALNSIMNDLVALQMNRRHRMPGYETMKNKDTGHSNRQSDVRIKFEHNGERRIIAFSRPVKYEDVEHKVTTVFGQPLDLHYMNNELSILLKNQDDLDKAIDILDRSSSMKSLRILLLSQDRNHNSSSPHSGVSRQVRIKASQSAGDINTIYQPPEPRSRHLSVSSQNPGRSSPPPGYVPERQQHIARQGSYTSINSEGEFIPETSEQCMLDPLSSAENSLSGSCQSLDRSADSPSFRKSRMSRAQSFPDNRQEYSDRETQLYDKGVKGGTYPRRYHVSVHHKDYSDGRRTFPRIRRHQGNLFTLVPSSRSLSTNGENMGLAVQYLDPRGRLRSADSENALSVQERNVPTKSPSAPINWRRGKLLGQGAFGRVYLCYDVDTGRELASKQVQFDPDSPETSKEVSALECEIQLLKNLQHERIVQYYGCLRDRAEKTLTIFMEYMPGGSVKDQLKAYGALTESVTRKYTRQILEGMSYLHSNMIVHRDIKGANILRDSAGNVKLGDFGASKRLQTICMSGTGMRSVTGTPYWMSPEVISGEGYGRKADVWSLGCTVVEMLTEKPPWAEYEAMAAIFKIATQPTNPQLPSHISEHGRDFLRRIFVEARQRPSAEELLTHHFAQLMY
IMP-1 inh = inhibitors of Pseudomonas aeruginosa IMP-1 metallo-beta-lactamase; purified IMP-1, nitrocefin hydrolysis, epi-absorbance fluorescence; inhibition, % at 5.6 µM; 0.45% of 290,000 active;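 active = inhibition above the mean plus 3 SD of all compounds in the same screening run, cut at about 4.5% in these data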;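 note: 0% = IMP-1 with DMSO and 100% = DMSO wells lacking enzyme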
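Material – recombinant IMP-1 enzyme, purified · Amount – IMP-1 0.2 nM before substrate addition · Medium – HEPES buffer pH 7.1 with ZnSO4 and Brij 35 · Timing – 25 °C, 15 min preincubation, 25 min reaction · Measured by – plate fluorescence quenching by hydrolysis product, ex 480/em 530 nm · Read-out – percent enzyme inhibition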
IDE cell activ = boosts human insulin-degrading enzyme activity in HEK cells; P14735; FAbeta-B cleavage, fluorescence polarization; 0% vehicle, 100% cell-free pure enzyme wells; activation, % at 5.96 µM; 0.073% of 340,000 active; AID 493087;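 active = activation above the mean of all tested compounds plus 3 SD, set per screening campaign, cut at about 17% in these data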
VIM-2 inh = blocks Pseudomonas aeruginosa VIM-2 metallo-beta-lactamase; purified VIM-2, nitrocefin hydrolysis, epi-absorbance fluorescence; inhibition, % at 5.6 µM; 0.89% of 290,000 active; AID 1527;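 active = inhibition above the mean of all tested compounds plus 3 SD, cutoff set per screening run, cut at about 7.5% in these data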;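 note: red hydrolysis product quenches plate fluorescence so inhibitors raise well fluorescence; 0% = enzyme with DMSO and 100% = DMSO without enzyme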
UBC9 SUMO inh = SUMOylation inhibition; HTRF SUMOylation assay, SAE1/SAE2 + UBC9, in vitro; P63279; 0.36% of 290,000 active; AID 2006; inhibition, % at 35 µM; in the data active = inhibition above about 50%, passing the limit was not always enough; note: strong numbers were not always called active
Target sequence (P63279 whole entry, looked up): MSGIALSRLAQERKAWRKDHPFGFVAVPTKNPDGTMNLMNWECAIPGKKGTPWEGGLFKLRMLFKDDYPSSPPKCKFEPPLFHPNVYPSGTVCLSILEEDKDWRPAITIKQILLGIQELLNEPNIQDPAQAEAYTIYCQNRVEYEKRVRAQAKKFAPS
The depositor's hits bear a star; . = no result given. An excerpt; the hit share may differ from the screen's.

SMILES | HCV NS3 hel inh | DNA FID counter | PHOSPHO1 inh | p-CIP stab down | MEKK3 PB1 HTS | IMP-1 inh | IDE cell activ | VIM-2 inh | UBC9 SUMO inh
COC(=O)C(Cc1ccccc1)NC(=O)CCc1c[nH]c2ccccc12 (stereo unspecified) | 5.8 | -14.5 | 38.1 | 1.9 | 103.0 | -0.5 | 1.5 | 1.6 | -12.2
Cc1ccc(CC(=O)N2CCN(c3ccccc3F)CC2)cc1 | 0.0 | -30.2 | 21.5 | 12.9 | 105.0 | -2.4 | -1.9 | -3.8 | 3.4
Clc1ccc(CN2CCCCCC2)cc1Cl | 2.2 | 1.8 | 13.8 | -13.7 | 106.0 | -3.4 | 1.1 | -2.1 | 4.7
CCN(CC)c1ccc(NC(=S)NC(=O)c2ccco2)cc1 | 5.5 | -3.1 | 19.3 | -13.2 | 103.0 | -4.5 | 1.2 | -2.6 | 5.9
CCc1ccc(NC(=O)c2cnc3n(c2=O)CCS3)cc1 | -6.5 | -7.4 | -1.3 | -8.2 | 101.0 | -3.2 | -2.6 | 0.1 | 15.5
c1ccc(Nc2nc3ccccc3[nH]2)nc1 | -2.0 | -1.2 | 9.6 | 6.1 | 103.0 | -7.8 | 0.0 | -1.0 | 13.2
Cn1cccc1Cc1nnc(SCC(=O)Nc2ccc(F)cc2F)n1-c1ccc(F)cc1 | 4.1 | -28.2 | 6.1 | -13.5 | 100.0 | -4.3 | 0.6 | -1.2 | -10.3
Cc1cccc(C(=O)N[C@H](C(=O)Nc2nc(C)cs2)C(C)C)c1 | -7.0 | -19.8 | 17.3 | -8.9 | 95.0 | -0.9 | -0.3 | 1.2 | 17.0
C/C(Cn1nc([N+](=O)[O-])cc1C)=N\NC(=O)c1cccc(Br)c1 | 10.6 | 4.8 | -11.9 | -6.8 | 101.0 | -0.9 | -2.8 | -3.2 | 18.4
O=C(NCc1ccccc1)NC1(C(=O)N2CCN3CCCC3C2)CCCCC1 (stereo unspecified) | 22.6 | 3.2 | -38.4 | -8.0 | 97.0 | -0.7 | 8.0 | -5.4 | 9.3
C/C(=N\NC(=O)c1cccnc1)c1nnn(-c2nonc2N)c1C | 3.1 | 23.3 | 0.6 | 10.6 | 126.0 | -2.4 | 6.6 | 0.8 | -4.5
CN(C)c1ccc(/C=N/NC(=O)C(=O)/C=C2\NC3(CCCC3)Cc3ccccc32)cc1 | 10.7 | -20.6 | 9.4 | -8.2 | 118.0 | -1.8 | -7.5 | 0.9 | -4.1
CCOC(=O)C1CCCN(C2=NC(=O)/C(=C/c3ccc(OC)cc3OC)S2)C1 (stereo unspecified) | -9.1 | -39.9 | -42.1 | 12.3 | 99.0 | -3.7 | 0.5 | -4.5 | -14.6
CC(=O)C1=C(C)NC(=O)NC1c1cccc([N+](=O)[O-])c1O (stereo unspecified) | -5.3 | 1.8 | -31.7 | 0.1 | 103.0 | -3.8 | 2.5 | -4.0 | 5.7
Cc1ccccc1C(=O)Nc1nnc(-c2cccnc2)o1 | -7.2 | -3.9 | -11.2 | 0.5 | 104.0 | -2.0 | 2.2 | -1.9 | 1.9
CCc1ccc(C(=O)NCc2cnn(C)c2)s1 | -15.0 | -4.3 | 38.5 | -5.6 | 103.0 | -1.4 | -7.2 | -3.1 | 8.0
Cc1ccc(S(=O)(=O)N2CCOCC2)cc1C(=O)N1CCOCC1 | -1.6 | 1.9 | 8.6 | 3.0 | 103.0 | -2.9 | -2.9 | -0.8 | 12.0
Cc1ccc(OCCNC(=O)c2ccc(C)cc2)cc1 | -6.5 | -23.3 | 32.6 | -18.6 | 106.0 | -1.3 | -3.8 | -3.3 | 8.6
COc1ccc(C(=O)COC(=O)c2nn(C)c(=O)c3ccccc23)c(OC)c1 | 3.5 | -9.0 | 40.1 | -0.8 | 121.0 | -2.8 | 5.3 | 0.6 | 7.0
Cc1ccc(C(=O)Nc2ccc(S(=O)(=O)Nc3ncccn3)cc2)cc1[N+](=O)[O-] | 0.4 | -7.1 | 13.9 | -10.0 | 103.0 | -3.7 | -5.5 | -1.1 | 13.0
NC1=NC(=O)/C(=C/c2cccs2)S1 | 4.7 | -2.3 | 9.7 | -53.5 | 102.0 | -0.8 | 2.7 | -0.4 | 19.2
CCOC(=O)c1sc2nc3c(SCC(=O)O)cc(C(=O)c4cc(F)ccc4O)cn3c(=O)c2c1C | 36.2* | -9.8 | -4.6 | -16.0 | 99.0 | -1.6 | 5.9 | -1.8 | 9.1
CCc1ccc(-c2cc(C)no2)cc1S(=O)(=O)N1CC(=O)Nc2ccccc21 | 11.3 | -23.8 | 38.0 | -9.8 | 101.0 | -0.7 | 1.4 | -1.9 | 4.1
Cc1ccccc1N=CC1=C(O)c2ccccc2C1=O | 5.0 | 2.0 | 3.4 | -8.7 | 99.0 | -2.5 | 5.3 | -1.1 | 10.7

Brought forward from above: two entries; new compounds follow.
SMILES | HCV NS3 hel inh | DNA FID counter | PHOSPHO1 inh | p-CIP stab down | MEKK3 PB1 HTS | IMP-1 inh | IDE cell activ | VIM-2 inh | UBC9 SUMO inh
CCc1ccc(-c2cc(C)no2)cc1S(=O)(=O)N1CC(=O)Nc2ccccc21 | 11.3 | -23.8 | 38.0 | -9.8 | 101.0 | -0.7 | 1.4 | -1.9 | 4.1
Cc1ccccc1N=CC1=C(O)c2ccccc2C1=O | 5.0 | 2.0 | 3.4 | -8.7 | 99.0 | -2.5 | 5.3 | -1.1 | 10.7
O=C(NCc1ccc2c(c1)OCO2)c1cc(-c2ccccn2)nc2ccccc12 | 4.2 | -2.0 | 19.5 | -14.7 | 82.0 | -2.2 | -3.7 | -1.5 | 15.9
NC(=O)NCc1ccc(C(=O)OCc2ccncc2)cc1 | 2.8 | 0.4 | 8.7 | -12.4 | 99.0 | -2.3 | 6.9 | -1.2 | 26.9
CC1CCCCN1CCCNc1ccc(C(CC(N)=O)NC(=O)Cc2ccc(Br)cc2)cc1[N+](=O)[O-] (stereo unspecified) | -14.5 | 20.4 | -1.7 | 0.3 | 105.0 | -1.5 | 2.8 | -1.7 | -2.0
COCCNC(=O)c1ccc2c(=O)n(Cc3ccco3)c(SCC(=O)NC3CCCC3)nc2c1 | 2.5 | -7.7 | 27.8 | -3.1 | 98.0 | -3.0 | 5.9 | -1.5 | 10.9
COc1cc(/C=N/NC(=O)Cn2cnc3c2c(=O)n(C)c(=O)n3C)cc(OC)c1OC | 3.5 | -5.2 | 41.5 | -8.6 | 99.0 | -2.0 | . | -1.8 | 17.7
CCOC(=O)Cn1c(=O)n(Cc2ccco2)c(=O)c2ccc(C(=O)NCCc3ccccc3)cc21 | 6.3 | -31.7 | 8.7 | -8.6 | 106.0 | -4.6 | 0.9 | -4.2 | 9.3
Nc1nc(CSc2ccccc2)nc(N2CCCCC2)n1 | -6.0 | -15.2 | 27.7 | -15.6 | 92.0 | -2.8 | 2.0 | -1.1 | -12.7
COc1ncnc2c1oc1nc(CC(C)C)c3c(c12)CC(C)(C)OC3 | 4.1 | 4.0 | 11.4 | -17.8 | 101.0 | -1.5 | 1.2 | 3.6 | -11.6
CC(=O)Nc1cccc(C(=O)/C=C/c2ccc(F)cc2)c1 | -9.2 | -1.2 | 51.4 | 2.5 | 91.0 | -1.4 | 2.9 | -0.3 | 10.9
Cc1ccc(C)c(CN2CCC(CNC(=O)Nc3ccc(Cl)cc3)CC2)c1 | -73.7 | 24.2 | 19.9 | 2.8 | 105.0 | -0.4 | 4.7 | 0.2 | -1.3
CCSc1nnc(-c2cccnc2)n1-c1ccc(C)c(Cl)c1 | -2.4 | -33.3 | 20.4 | -6.2 | 95.0 | -2.9 | -7.4 | 0.6 | 3.5
Cn1c(-c2ccc3nc(N)sc3c2)nc2cc(N)ccc21 | -11.0 | 6.2 | 17.9 | 3.8 | 97.0 | 1.3 | 1.9 | -3.1 | 38.8
CCCNC(=O)Cn1cnc2sc(C(=O)N3CCN(Cc4ccc5c(c4)OCO5)CC3)c(C)c2c1=O | 10.9 | -9.4 | -0.6 | -11.3 | 111.0 | -2.2 | -7.0 | -0.8 | -5.8
CCn1nnnc1SCC(=O)Nc1nc(C)c(C)s1 | 5.8 | -5.2 | -0.9 | -1.4 | 105.0 | -3.6 | 2.4 | -2.4 | 2.7
C=CCN1C(=O)/C(=N/n2cnnc2)c2ccccc21 | 2.6 | 3.1 | 20.8 | -20.8 | 101.0 | -0.1 | 2.5 | -0.1 | 3.7
O=c1[nH]c(SCc2ccc(F)cc2Cl)nc2ccccc12 | -4.9 | -1.7 | 17.9 | -2.8 | 94.0 | -2.2 | 6.4 | -2.8 | 2.3
Cc1ccc(NC(=O)CNS(=O)(=O)c2cccs2)cc1F | 0.1 | -0.4 | -1.0 | -9.8 | 88.0 | -2.0 | -1.1 | -3.3 | -3.0
CC(Sc1nc2c(N)ncnc2n1CCOc1ccccc1)C(=O)O (stereo unspecified) | 2.3 | -9.3 | . | -12.3 | 104.0 | 0.2 | 4.0 | -2.4 | 12.4
CCOc1ccccc1NC(=O)CCNS(=O)(=O)c1ccccc1 | 3.0 | -13.3 | . | 7.1 | 97.0 | 7.3* | 6.0 | 0.1 | -11.8
Cc1cccc(OCCN2CSC(=S)N(C)C2)c1 | 22.0 | -30.4 | 3.6 | -7.3 | 97.0 | -6.2 | 1.9 | -2.8 | -4.4
CCN(Cc1ccccc1)C(=O)c1cccnc1 | 1.0 | 0.4 | 44.0 | -14.5 | 104.0 | -2.8 | 4.1 | -2.4 | 6.2
C/C(=N\NC(=O)c1ccco1)c1ccc(NC(=O)c2cccs2)cc1 | -2.0 | -0.5 | 3.2 | -0.7 | 102.0 | -3.4 | -0.1 | -2.5 | 5.6
C/C(=C\C(=O)c1ccc(Cl)cc1)Nc1ccc(N2CCOCC2)cc1 | 3.3 | 1.0 | 10.8 | -6.4 | . | -9.0 | -3.3 | -5.4 | 15.9
Cc1[nH]c2ccccc2c1C(=O)CSCC(=O)O | 3.9 | -1.3 | 14.8 | -1.3 | 83.0 | -2.7 | 0.6 | -2.1 | 5.3
CCCCNC(=O)Nc1ccccc1C(=O)NCCC | 7.3 | -3.9 | 1.5 | -2.0 | 91.0 | -2.9 | -3.0 | -6.2 | 3.2
O=C(N/N=C/c1cccc(F)c1)c1ccc(Cl)cc1 | 4.6 | -4.3 | 19.9 | -0.2 | 104.0 | -2.5 | 2.1 | -2.2 | 6.2
Nc1ncnc2c1ncn2CCN1CCOCC1 | 0.5 | -4.2 | 19.2 | 3.5 | 106.0 | -1.1 | 2.2 | -2.0 | 5.9
CCCCn1nnnc1SCC(=O)NNC(=O)c1ccco1 | 3.1 | -1.3 | 38.7 | 1.0 | 106.0 | -2.9 | 1.8 | -3.4 | 2.6
COC(=O)c1ccccc1NC(=O)[C@@H]1CCC(=O)N1C1OC(=O)c2c1ccc(OC)c2OC (stereo partly specified) | -3.5 | -8.4 | 18.7 | -14.4 | 102.0 | -1.2 | 4.0 | -1.3 | 17.1
COC(=O)c1c(-c2ccc(F)cc2)noc1N | 1.3 | 1.5 | 13.1 | -5.0 | 105.0 | -1.4 | 6.8 | -3.7 | 11.4
S=C(Nc1ccc2nsnc2c1)NC1CCCCC1 | -7.6 | -4.3 | -16.8 | 3.1 | 103.0 | -3.5 | -3.1 | -0.6 | 93.9
Cc1ccc(-n2c(C)cc(/C=N/NC(=O)c3ccncc3)c2C)cc1C | 5.4 | -24.6 | 7.7 | -5.9 | 99.0 | -2.9 | -3.2 | -4.2 | -5.4

Screens (PubChem)
